# CF NFkB block: inhibitors of PAF-induced NF-kB signaling, primary screen, cell-based, GFP fluorescence, uHTS; KKLEB NF-kB-GFP reporter, GFP fluorescence overnight; inhibition, % at 5 µM; 360,000 compounds, 0.86% hits;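 active = at least 50% inhibition at 5 µM, scaled per plate between neutral and stimulator controls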;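 note: PAF is a Pseudomonas aeruginosa culture filtrate used as stimulus; plate controls were PAF-stimulated DMSO wells for no effect and unstimulated DMSO wells for full effect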
# LMP1 NFkB inh: EBV LMP1-driven NF-kappaB luciferase reporter inhibitors, primary screen, cell-based, luminescence, single point; LMP1-induced NF-kappaB luciferase reporter cells; inhibition, % at 12.5 µM; 350,000 compounds, 0.69% hits; in the data active = inhibition above about 41%;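 note: 0% = neutral control wells and 100% = reference inhibitor control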
# NR2E3 ag-1: inhibitors of NR2E3-RetCOR corepressor binding, primary screen, NR2E3 agonist project, biochemical, TR-FRET, GST-NR2E3, biotin-RetCOR; Photoreceptor-specific nuclear receptor (Homo sapiens), Q9Y5X4; 1536-well; inhibition of corepressor binding, % at 4.78 µM; 320,000 compounds, 0.12% hits; AID 2300, 2010;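 active = percent inhibition above the cutoff of mean plus 3 SD of all tested compounds, set per screening campaign, cut at about 20% in these data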;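 note: 0% = DMSO wells and 100% = biotin wells as full block of FRET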
# Target sequence (Q9Y5X4 whole entry, looked up): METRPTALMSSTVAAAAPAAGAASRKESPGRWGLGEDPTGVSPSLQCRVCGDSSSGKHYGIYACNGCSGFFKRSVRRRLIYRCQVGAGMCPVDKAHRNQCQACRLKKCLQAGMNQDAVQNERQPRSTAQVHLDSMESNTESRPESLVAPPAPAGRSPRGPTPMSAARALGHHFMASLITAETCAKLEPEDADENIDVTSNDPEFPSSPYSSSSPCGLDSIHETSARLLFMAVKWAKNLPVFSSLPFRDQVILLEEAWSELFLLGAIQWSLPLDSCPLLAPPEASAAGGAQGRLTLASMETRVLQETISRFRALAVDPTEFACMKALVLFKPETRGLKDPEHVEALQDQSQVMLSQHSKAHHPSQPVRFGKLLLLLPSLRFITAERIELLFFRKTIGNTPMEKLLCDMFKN
#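 System: GST-tagged NR2E3 plus biotinylated RetCOR corepressor; Buffer or medium: pH 7.5 Tris-based buffer; Probe or stimulus: RetCOR corepressor, biotinylated, 7 nM; Doses: compound at 4.8 µM, single dose; Schedule: 5 h incubation at 4 °C; Technique: time-resolved FRET; Evaluation: percent inhibition of TR-FRET ratio; Replication: one well per compound, singlicate testing.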
# Peg3 prom inh: Peg3 promoter-driven luciferase inhibitors, primary screen, cell-based, HeLa, luciferase luminescence | HeLa PEG-Prom luciferase reporter, overnight | AID 588405, 2011 | inhibition, % at 20 µM | 360,000 compounds, 1.7% hits;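 active = inhibition of at least 50% at 20 µM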
# HIF-2a inh: HIF-2a reporter inhibitors, primary screen, luminescence, 786-0 RCC cells; 360,000 compounds, 0.72% hits; inhibition, % at 18.8 µM; 786-0 RCC cells HIF-2a reporter, luciferase luminescence, overnight;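 active = inhibition of the luminescence signal of 40% or more relative to plate controls, in a single-dose primary screen at 18.75 µM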
# NR2E3 ag-2: NR2E3 agonists in two-hybrid cells, primary screen, cell-based, luminescence, CHO-S, Gal4-NCOR/VP16-NR2E3; luciferase; Photoreceptor-specific nuclear receptor (Homo sapiens), Q9Y5X4; AID 602229, 2012; 360,000 compounds, 0.35% hits; inhibition of corepressor binding, % at 3.98 µM;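 active = inhibition above the mean of all tested compounds plus 3 SD, cut at about 70% in these data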;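 note: 0% = DMSO with NR2E3 transfected cells and 100% = cells lacking NR2E3 construct; higher means lower luciferase signal from less NR2E3 corepressor binding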
# TRAIL sens C8: viability loss with TRAIL in NB7+C8 cells, primary screen, TRAIL sensitizer project, cell-based, ATPlite luminescence. inhibition (viability loss, TRAIL sensitization), % at 10 µM. 360,000 compounds, 1% hits;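 active = compounds causing at least 50% loss of cell viability in the single-dose screen, relative to plate controls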
# Shn3 inh set2: reduction of Shn3 3'UTR firefly luciferase signal, primary screen, Schnurri-3 inhibitor project, cell-based, Clone20 osteoblasts, set 2. Clone20 osteoblast Shn3 3'UTR firefly luciferase, 24 h. inhibition, % at 12.5 µM. AID 588674, 2011. 360,000 compounds, 0.52% hits;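 active = mean inhibition of at least 75% with every replicate also reaching 75%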;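 note: 0% = median of neutral control wells and 100% = pilot-screen positive control compound; some compounds past the cut are filed as inactive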
# KKLEB cytotox: cytotoxicity in KKLEB CF airway cells, primary screen, cytotoxicity control for CF NF-kB inhibitor project, cell-based, uHTS, fluorescence assay plates | KKLEB CF airway cells viability, ATPlite luminescence, overnight; hits give low values; cells stimulated with P. aeruginosa culture filtrate | AID 602141, 2011 | 360,000 compounds, 0.36% hits | activity change (cytotoxicity), % at 5 µM;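 active = corrected activity change at or below -50% at 5 µM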
# MITF TRPM1 inh: inhibitors of MITF-dependent TRPM1 promoter reporter, primary screen, cell-based, SK-MEL-5, single point, luciferase. AID 488899, 2010. 330,000 compounds, 0.83% hits. inhibition, % at 12.5 µM. SK-MEL-5 TRPM1 promoter luciferase, 24 h;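 active = mean inhibition across replicates of 60% or more, whatever share of single replicates reaches that level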; note: values of inactives mirror those of a sister screen read the other way
# hiPSC survival: enhancers of single-cell hiPSC survival, primary screen, ATPlite luminescence. 360,000 compounds, 0.044% hits. 100% = ROCK inhibitor wells, 0% = DMSO. survival enhancement, % at 20 µM; in the data active = survival enhancement above about 18%;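 note: cells exposed to compounds for 16 hours before the ATP read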
# Starred values were filed as active, the others as inactive; . = not tested or not shown.
SMILES,CF NFkB block,LMP1 NFkB inh,NR2E3 ag-1,Peg3 prom inh,HIF-2a inh,NR2E3 ag-2,TRAIL sens C8,Shn3 inh set2,KKLEB cytotox,MITF TRPM1 inh,hiPSC survival
CCc1nnc(NC2=NCCC2)s1,-2,-6,-1,-2,-1,-23,9,13,13,-12,-0.5
Cc1cc(N)n2ncc(-c3ccc(F)cc3)c2n1,21,-41,0,-251,-216,-74,7,-45,-11,-70,4.6
CCOc1ccc2nc(SCC(=O)c3ccc(C)s3)sc2c1,-4,-10,1,-88,-158,-47,-4,-26,-11,-24,0.6
CCOc1ccc(/C=N/NC(=O)c2ccc(Cn3cc(Br)cn3)o2)cc1,-10,-19,-1,-78,-138,-1,9,6,-9,-5,-0.3
COc1ccc(-c2cc(C(=O)N3CCN(c4ccccn4)CC3)c3ccccc3n2)cc1,16,11,2,-47,-195,-61,58*,-90,-61*,-31,-5.6
O=C1C=CC(=O)N1Cc1ccccn1,17,4,.,3,7,-10,-6,-15,-11,-1,-1.3
COc1ccc(CN2CCN(C(=O)c3ccc4nc(N5CCOCC5)sc4c3)CC2)c(OC)c1OC,9,-4,1,17,20,-25,-2,12,-23,2,-0.5
O=C1CCCCCN1C(=O)c1ccccc1,10,18,.,5,-2,-18,-1,-4,-4,-2,1.4
O=C1NN(c2ccccc2)C(=O)/C1=C/c1coc2ccccc2c1=O,16,-17,-3,-22,-48,-122,-3,-98,19,6,-0.3
COc1cccc2c1cc1c(=O)n(CC(=O)NCCCc3ccccc3)nc(C)n12,5,2,-2,10,5,-4,14,12,5,8,0.0
CCC(C)(C)C1CCC2(CC1)NC(=O)N(CC(=O)N(C)CCOc1ccc(Cl)cc1)C2=O (stereo unspecified),0,13,.,21,6,-4,22,50,-17,22,-0.6
Cc1csc2nc(SCC(=O)Nc3ccccc3F)[nH]c(=O)c12,-72,5,2,9,-3,-38,-13,8,-1,-5,-0.4

# 3 compounds from above, limited to NR2E3 ag-1 and TRAIL sens C8.
compound	NR2E3 ag-1	TRAIL sens C8
Cc1cc(N)n2ncc(-c3ccc(F)cc3)c2n1	0	7
COc1ccc(-c2cc(C(=O)N3CCN(c4ccccn4)CC3)c3ccccc3n2)cc1	2	58*
CCc1nnc(NC2=NCCC2)s1	-1	9

# Remaining list, next part.
SMILES,CF NFkB block,LMP1 NFkB inh,NR2E3 ag-1,Peg3 prom inh,HIF-2a inh,NR2E3 ag-2,TRAIL sens C8,Shn3 inh set2,KKLEB cytotox,MITF TRPM1 inh,hiPSC survival
O=C(c1ccc(Cl)c(S(=O)(=O)N2CCCCCC2)c1)N1CCN(CCO)CC1,9,-1,0,12,8,-6,-3,2,0,8,-0.9
O=c1[nH]c2ccccc2nc1Cc1ccc(Cl)cc1,13,2,2,-2,-11,3,0,56,-14,-6,0.3
O=C(NCc1ccco1)c1ccc2ccccc2c1,9,-18,4,-270,-189,-59,18,-116,-10,-90,2.6
O=S(=O)(c1cccc(C(F)(F)F)c1)N1CCC(c2nc3ccccc3[nH]2)CC1,-6,-3,0,36,14,10,13,6,6,13,1.7
COC(=O)COc1ccsc1C(=O)OC,3,5,-4,6,6,-9,1,-5,3,-4,0.0
Cc1cc(C)c(C#N)c(N2CCN(C(=O)C3COc4ccccc4O3)CC2)n1 (stereo unspecified),-24,4,2,22,-13,-16,-7,0,-27,-9,0.6
COc1ccc(NS(=O)(=O)c2ccc3c(c2)Cc2ccccc2-3)cn1,6,13,1,24,-21,85*,3,17,-1,9,1.3
CCn1c(=S)[nH]c2cc(C(=O)OC)ccc2c1=O,-15,-27,2,-3,11,12,-9,61,2,22,-2.0
COc1ccc(CCNC(=O)c2ccnc(C(C)(C)C)c2)cc1OC,8,-4,-2,8,12,10,8,-8,3,4,-0.8
CNC(=S)N/N=C/c1cc(C)n(-c2ccc(Cl)c(Cl)c2)c1C,-10,6,0,-46,-96,1,-2,-21,-4,-32,-3.6
CNc1c(NS(=O)(=O)c2ccc(C3CCCCC3)cc2)c(=O)oc2ccccc12,3,7,0,15,12,-2,-2,10,4,-3,-0.1
Cc1ccc2cc(CN(Cc3ccccc3)Cc3nnnn3C3CCCC3)c(=O)[nH]c2c1,-11,1,0,-30,-50,-2,3,17,2,-6,-1.1
CN(C(=O)CCc1ccccc1)c1nnc(-c2ccncc2)s1,-8,-11,1,-8,-7,10,6,-8,2,-18,0.2
CC(=O)Nc1cccc(Oc2ncnc3scc(-c4ccc(C)cc4)c23)c1,5,11,1,25,29,0,-6,-10,-5,14,-1.8
CN1c2ccccc2C(C)(C)C12CC(c1cccc(S(=O)(=O)N3CCCC3)c1)=NO2 (stereo unspecified),-4,13,-2,32,10,-8,42,50,-1,-9,1.5
C=CCn1c2ccccc2c(=O)c2cc(C#Cc3ccccn3)ccc21,-44,-15,3,-195,-362,-74,43,-111,5,-115,-0.8
Cc1nc2ccc(C(=O)N(C)Cc3ccco3)cn2c1N(C)C(=O)CCc1ccccc1,-11,.,.,1,-1,-6,-3,-28,-5,.,1.4
O=C(N/N=C/c1ccc(C(F)(F)F)cc1)c1ccc(O)cc1,-7,-28,1,-132,-112,-41,23,-12,1,-39,-0.9
CCC(=O)C1CCCN(C(=O)c2ccc(OC)c(OC3CCN(C(C)=O)CC3)c2)C1 (stereo unspecified),-20,-7,2,3,-6,-7,-3,-32,-6,0,-0.5
COc1cc2cc(C(=O)N(C)Cc3ccccc3)[nH]c2cc1OC,-37,6,.,6,8,11,4,8,14,-13,1.5
COC(=O)/C=C1\SC(=NC(=O)c2cccc(Cl)c2)NC1=O,9,-8,-1,-21,-14,6,14,10,-1,11,5.4
Cc1ccc(C)c(N/C(N)=N/c2nc(C)cc(C)n2)c1,2,5,-2,6,-11,28,7,27,1,-17,-1.9
CN(c1ccc(C(=O)N2CCCCC2)cc1)S(=O)(=O)c1ccccc1,10,1,-2,-5,-21,15,8,47,-8,7,-2.6
COc1cc(C(C[N+](=O)[O-])c2c(C)[nH]c3ccccc23)ccc1O (stereo unspecified),17,-19,-3,18,29,20,-8,0,-3,13,1.0
c1ccc(CN2CCN(C(c3ccccc3)c3nnnn3Cc3ccccc3)CC2)cc1 (stereo unspecified),5,-5,2,-4,-2,-5,7,11,-1,10,1.6
CC(=O)c1ccccc1NC(=O)CCN1C(=O)C2CCCCC2C1=O (stereo unspecified),-26,-9,.,2,12,-9,-1,4,-8,2,-1.5
COc1cccc(CSc2nnc(CSc3nc4nc(C)cc(C)n4n3)s2)c1,-18,7,2,-4,-14,-5,-14,26,6,-2,3.9
Cc1cc(O)c(C(=O)/C=C/c2ccccc2Br)c(=O)o1,0,2,2,-8,-36,-4,-3,-40,5,10,-0.5
O=C(CN1CCN(Cc2ccc3c(c2)OCO3)CC1)Nc1ccc(N2CCOCC2)cc1,3,-2,2,5,22,-28,-1,7,-2,0,1.3
N#CC[C@H](Cc1ccccc1)N1CCN(Cc2ccccc2)CCC1=O,-9,-1,0,1,11,-3,0,-8,11,7,2.2
Nc1ccc(N2N=C(N3CCCC3)CC2=O)cc1,10,-1,.,-25,9,-15,-5,-20,-9,.,-0.2
Cc1ccc(C(=O)Nc2ccccc2N2CCCC2)s1,-11,-69,-2,-21,-18,-8,8,-11,8,4,0.1
CCOc1cc(Br)c(C(=O)O)cc1OC,2,5,5,-2,17,12,0,2,10,5,-0.8
Cc1csc(=O)n1CC(=O)OCC(=O)c1c(N)n(CC(C)C)c(=O)n(C)c1=O,-20,9,-3,24,-12,-8,8,27,15,2,-0.4
CCCN1CCC(NC(=O)C2CC=CCC2C(=O)O)CC1 (stereo unspecified),-8,-5,0,8,3,-26,-20,22,15,9,-0.3
O=C(CSc1nc2ccccc2[nH]1)N1CCN(S(=O)(=O)c2ccc(Cl)cc2)CC1,-7,-1,-1,3,13,21,11,-9,-15,13,-2.2
Cc1cc(C)nc(SCC(=O)NC2CCCC2)n1,-2,-3,4,25,7,13,25,-5,-3,3,-0.4
COC(=O)c1sccc1NC(=S)N1C(C)CCCC1C (stereo unspecified),0,1,-1,2,16,-31,-10,.,-2,1,-0.9
Cc1ccccc1NC(=S)NCCc1ccc(S(N)(=O)=O)cc1,-9,-1,-1,12,5,-9,-13,5,7,-12,-0.4
CCOc1ccc(N(CC(=O)Nc2ccc(OC)cc2)S(=O)(=O)c2c(C)noc2C)cc1,-15,-1,0,-1,9,4,-1,1,18,-9,0.5
CC(=O)c1ccc2noc(-c3ccc(F)cc3)c2c1,2,0,2,-47,-56,-51,-6,11,22,-21,-0.7
O=C(CSc1nnc(CNC(=O)c2cccs2)o1)NCCc1ccccc1,11,-2,1,-3,21,-8,-14,-6,-7,4,-1.8
O=C(CSc1nncn1-c1ccccc1F)NC1CCCCC1,-10,-7,2,-38,-82,-24,-12,-9,5,-30,-0.3
Cc1cc(C(=O)COC(=O)c2nc3nccc(C)n3n2)c(C)n1CC1CCCO1 (stereo unspecified),6,-4,-2,1,7,0,1,-9,10,-10,2.6
COCc1cc(C)nc2sc(C(=O)Nc3ccc(C(=O)OC)cc3)c(N)c12,14,-4,1,-5,-51,-16,0,-13,-8,-10,2.3
Cc1cccc(NC(=O)c2cc3n(n2)C(C(F)(F)F)CC(C2CC2)N3)c1C (stereo unspecified),10,-2,-3,-5,-48,-6,-7,-29,-11,-9,-1.0
COC(=O)Cn1c(=NC(=O)c2cc(OC)cc(OC)c2)sc2cc(OC)ccc21,-21,-1,-3,0,13,-22,1,2,12,-18,-1.2
Cc1ccc2nc(-c3ccc(NC(=O)COC(=O)c4ccco4)cc3)sc2c1,-18,18,-1,-77,-61,-148,71*,-2,-31,-38,-2.9
CSc1ccc(/C=N/NC(=O)c2cccc(O)c2)cc1,-11,-18,2,-156,-203,-119,74*,-32,-13,-33,-4.2
CSCCC1NC(=O)N(CC(=O)Nc2ccc(-c3ccccc3)cc2)C1=O (stereo unspecified),-9,-26,2,-75,-53,-6,8,-13,-13,-17,-0.7

# Source: PubChem BioAssay

# Not all compounds are listed; the hit share may differ from the screen's.
